RGS8-Gao reg: regulators of human RGS8-Galphao interaction | P09471 | multiplexed bead flow cytometry, RGS8-Galphao binding; actives lie on both sides | response (percent of control binding), % at 10 µM | 220,000 tested, 0.34% active; in the data active means response below about 60% or above about 140%; inactive means in between;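 further: Galphao activated as the GDP aluminium fluoride complex binding bead-coupled RGS8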
Target sequence (P09471 whole entry, looked up): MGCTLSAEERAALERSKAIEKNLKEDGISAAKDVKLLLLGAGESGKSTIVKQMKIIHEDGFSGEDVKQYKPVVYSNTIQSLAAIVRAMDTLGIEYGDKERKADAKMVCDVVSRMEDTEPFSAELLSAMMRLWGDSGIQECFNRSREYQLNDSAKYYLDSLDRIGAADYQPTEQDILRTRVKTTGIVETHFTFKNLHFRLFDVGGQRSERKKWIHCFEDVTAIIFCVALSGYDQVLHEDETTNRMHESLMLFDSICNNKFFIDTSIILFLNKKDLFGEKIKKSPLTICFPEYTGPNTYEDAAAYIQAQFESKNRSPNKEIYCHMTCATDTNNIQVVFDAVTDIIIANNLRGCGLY
RGS4-Gao reg: modulates binding of RGS4 to human Galphao; Multiplexed bead flow cytometry; actives lie on both sides; 220,000 tested, 0.33% active; P09471; binding response (% of control), % at 10 µM; in the data active means binding response below about 49% or above about 150%; inactive means in between;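 further: fluorescent Galphao activated with aluminum fluoride binding bead-coupled RGS4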
RGS7-Gao: regulators of human RGS7-Galphao interaction | binding response (% of control), % at 10 µM | AID 1439 | P09471 | 220,000 tested, 0.35% active | Multiplexed bead flow cytometry, RGS7-Galphao binding; actives lie on both sides; in the data active means binding response below about 49% or above about 150%; inconclusive means no clear call, values can overlap the other calls; inactive means in between;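 further: fluorescent Galphao held in activated GDP-AlF4 state binding bead-coupled RGS7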
Numbers without * were called inactive; ? = inconclusive.

SMILES	RGS8-Gao reg	RGS4-Gao reg	RGS7-Gao
COC(=O)CN(c1cc(Cl)ccc1OC)S(=O)(=O)c1ccc(C)cc1	100	92	?
O=C(O)COc1ccccc1/C=N/NC(=O)CN1CCN(Cc2ccccc2Cl)CC1	101	100	?
CC(C)CNC(=O)c1cnn2c(C(F)(F)F)cc(C(F)(F)F)nc12	102	103	?
N#CCCN(Cc1ccncc1)C(=S)NC1CC2C=CC1C2 (stereo not drawn)	100	97	?
N=c1sccn1CC(=O)Nc1ccc([N+](=O)[O-])cc1Cl	107	107	?
O=c1[nH]c(CSc2cccc[n+]2[O-])nc2ccccc12	100	100	?
CC1(OC(=O)C2CCCC2)C(=O)C=C2C=C(c3ccsc3)N(Cc3ccc4c(c3)OCO4)C=C2C1=O (stereo not drawn)	103	104	?
O=C(NCc1ccco1)C(=O)NCC1OCCN1S(=O)(=O)c1cc(F)ccc1F (stereo not drawn)	100	100	?
COCCN=C1OC(=O)N2C(=O)C3=C4[C@@H](C[C@H]5C(=O)N(c6ccccc6)C(=O)[C@H]5[C@H]4[C@@]12Cc1ccccc1)[C@H]1C(=O)N(c2ccccc2)C(=O)[C@H]1[C@H]3C	101	103	?
CCOC(=O)c1sc(S(C)(=O)=O)c2c1CCc1conc1-2	92	84	?
Cc1nc(-c2ccc(S(=O)(=O)NCC3CCN(C(=O)OC(C)(C)C)CC3)s2)cs1	88	83	?
CCOc1ccc(-c2nc(N)ncc2-c2ccccc2OC)c(O)c1	102	107	?
O=C(Nc1ccccc1)N1CCNCC1	115	121	?
Cc1ccsc1/C=N/NC(=O)C1CC(=O)N(c2ccc(F)cc2)C1 (stereo not drawn)	98	96	?
COC(=O)C1=C(Nc2ccccc2NS(=O)(=O)c2ccc(C(F)(F)F)cc2Cl)CSC1	98	95	?
CCCC[n+]1ccn(C2=C([O-])c3ccccc3C(=O)/C2=N\S(=O)(=O)c2ccc(Cl)cc2)c1	101	101	?
Cc1nc2cc(NS(=O)(=O)c3ccccc3F)ccc2s1	97	93	?
S=C(NCc1ccco1)Nc1ccccc1Cl	101	103	?
COc1ccccc1C1=NOC(CN2C(=O)c3ccccc3S2(=O)=O)C1 (stereo not drawn)	98	92	?
CN(C)/C=C1\C(=O)N(c2ccc(F)cc2F)C(c2cccnc2)S1(=O)=O (stereo not drawn)	99	97	?
O=C(O)/C=C/C(=O)Nc1ccc(Cc2ccc(NC(=O)/C=C/C(=O)O)cc2)cc1	99	102	?
C#CCSc1nc(C)cc(C(=O)OCC)c1C#N	100	99	?
CC(C)S(=O)(=O)c1csc(NC(=O)Nc2cc(Cl)ccc2Cl)c1Cl	100	100	?
O=C1COc2ccc(C(=O)C[n+]3cccc(O)c3)cc2N1	102	100	?
Cc1ccc(Nc2nc(-c3cccnc3)nc3ccccc23)cc1	107	114	?
Cc1[nH]c2ccccc2c1CC#N	102	100	?
O=C(Nc1ccccc1)c1ncoc1-c1ccc(Cl)cc1	105	109	?
Cc1[nH]c2ccccc2c1/C=N/NC(=O)CNC(=O)c1ccco1	97	85	?
CCCc1nc2c(c(=O)c3ccccc3n2C)c(=O)n1-c1cc(C)cc(C)c1	101	99	?
CCN(CC)c1ccc(C(=O)OCC(=O)NC(C)(C)C)cc1	99	100	?
CCc1c(O)nc(SCC(=O)Nc2nc3ccccc3s2)n(C2CCCCC2)c1=O	95	95	?
Cc1ccc(SC[C@H](Cc2ccccc2)N2CCN(C)CCC2=O)cc1	98	102	?
NC(=S)Nc1ccc(F)c(F)c1F	97	98	?
Cc1cc(/C(N)=N/OC(=O)Nc2ccccc2)no1	100	100	?
CS(=O)(=O)N1CCN(c2ccc([N+](=O)[O-])cc2C(F)(F)F)CC1	100	99	?
CC(=O)[C@H]1[C@H](CCc2ccccc2)NC(=O)N(Cc2ccccc2)[C@@H]1C	100	102	?
Cc1ccc(NC(=O)Nc2cnccn2)cc1C	104	109	?
CC(=O)/C(N=Nc1ccc(OC(F)(F)F)cc1)=C(\C)O	103	103	?
O=C(Nc1cccc(-c2csc(Nc3ccccc3)n2)c1)c1ccccc1	96	98	?
O=C1C(Cl)=C(Nc2ccc(O)cc2)C(=O)c2ccccc21	93	85	?
Nc1cc(=O)[nH]c(SCC(=O)Nc2cccc([N+](=O)[O-])c2)n1	103	104	?
O=C(N/N=C/c1cc(Br)cc(Br)c1O)c1cccc(S(=O)(=O)N2CCOCC2)c1	97	94	?
CN1CCN(c2nc(Nc3ccccc3)nc(N)c2[N+](=O)[O-])CC1	103	102	?
O=C(COc1ncnc2sccc12)NC1CCS(=O)(=O)C1 (stereo not drawn)	98	95	?
COc1ccc(CNC(=O)c2cc(C)nn2-c2ccccc2)cc1	103	100	?
CN(C)S(=O)(=O)N(CC(=O)N1CCN(Cc2ccccc2)CC1)c1ccccc1	91	76	?
O=[N+]([O-])c1ccc(/C=C/c2ccncc2)cc1	98	104	?
O=C(Cn1nc2sc3ccccc3n2c(=O)c1=O)c1cccs1	98	101	?
CCCC(=O)Nc1c(-c2ccccc2OC)c(=O)c2ccccc2n1C	100	93	?
CCOc1ccc(N(CC(=O)Nc2ccccc2C)S(=O)(=O)c2c(C)[nH]c(=O)[nH]c2=O)cc1	99	98	?
CCN(CCS(=O)(=O)c1ccc(Cl)cc1)C(=O)Nc1ccc(Cl)cc1	101	106	?
Cc1nn(-c2cc(C(F)(F)F)ccc2Cl)c2nc(C(Cl)(Cl)Cl)[nH]c(=O)c12	99	100	?
NC(=O)CC(NC(=O)Cc1ccc(Br)cc1)c1ccc(NCc2ccc(F)c(F)c2)c([N+](=O)[O-])c1 (stereo not drawn)	98	102	?
NC(=O)NC(=O)COC(=O)c1ccccc1OCc1ccc(F)cc1	55*	40*	?
O=C1C(Cc2ccc(O)cc2)NC(=S)N1C1CCCCC1 (stereo not drawn)	100	100	?
C=CCSc1nc2c(c(=O)[nH]1)C(c1ccccc1)C(C#N)=C(N)O2 (stereo not drawn)	99	99	?
O=C(Nc1ncccn1)C12CC3CC(CC(C3)C1)C2	90	56	?
O=C1NC[C@H](Cc2ccccc2)N(CC2CCCCC2)C1=O	98	94	?
O=C(N/N=C/C=C/c1ccco1)c1ccncc1	92	90	?
Cc1ccccc1C(=O)Nc1nnc(CC(=O)N/N=C/c2ccco2)s1	101	100	?

Next part.
SMILES	RGS8-Gao reg	RGS4-Gao reg	RGS7-Gao
CS/C(N)=N/C(=S)Nc1cccc(Cl)c1	100	98	?
C=C1CCN([C@H](C(=O)NCc2ccc(OC)cc2)C(C)C)S(=O)(=O)c2ccccc21	103	102	?
CCc1nnc(NC(=O)c2cc(-c3ccncc3)nc3ccccc23)s1	98	93	?
N/C(=N\c1nc2ccccc2o1)NC(=O)/C=C/c1ccccc1	102	100	?
Cc1n[nH]c(=S)n1-c1ccccc1	100	100	?
OCCC1CN(Cc2ccc(Oc3ncccn3)cc2)CCN1Cc1ccc(F)c(F)c1 (stereo not drawn)	99	99	?
CNc1nc2c(Cl)cc(Cl)cc2s1	102	104	?
Cc1ccc(S(=O)(=O)Nc2nc3ccccc3nc2NCC2CCCO2)cc1 (stereo not drawn)	101	103	?
CCCc1c(NC(=O)Nc2ccc(F)cc2)cnn1-c1ccccc1	101	93	?
CN(C)c1ccc(C(=O)OCC(=O)Nc2ccc(N3CCOCC3)cc2)cc1	98	98	?
N#Cc1ccc(C23CC4(C2)[C@H](CN(CC2CCCCC2)[C@@H]4c2ccccc2)C3c2ccccc2)cc1 (stereo partly drawn)	92	86	?
O=C(Nc1ccc(N2CCOCC2)cc1Cl)C1CCN(C(=O)OCc2ccccc2)CC1	99	97	?
CCOC(=O)CNC(=O)C1COc2ccccc2O1 (stereo not drawn)	100	91	?
Cc1ccc(C2(COC(=O)C(C)C)CO2)c(OC(=O)C(C)C)c1 (stereo not drawn)	107	116	?
O=C(Nc1ccc(Br)c(C(F)(F)F)c1)c1ccc(C(F)(F)F)cc1	102	101	?
CCOCCCn1cnc2c3cc(F)ccc3n(C)c2c1=O	102	111	?
COC(=O)c1sccc1NC(=O)CC1C(=O)NCCN1C(=O)Nc1ccc(OCc2ccccc2)cc1 (stereo not drawn)	98	98	?
O=C(Nc1ccn([C@H]2CC[C@@H](CO)O2)c(=O)n1)c1ccccc1	98	96	?
O=C(CSc1nnc(SCc2ccccc2Cl)s1)N/N=C/c1ccc(C(=O)O)cc1	99	86	?
CC1(C)C/C(=N\O)C(C(O)c2cccc([N+](=O)[O-])c2)C(C)(C)N1 (stereo not drawn)	102	99	?
Cc1cc2c(NC(=O)CC(C)(C)CC(=O)O)cccc2nn1	98	101	?
COc1ccc2c(c1)CCN1C2CCN2C(=O)CCC21 (stereo not drawn)	103	105	?
COc1ccc(N(Cc2cc3ccccc3[nH]c2=O)S(=O)(=O)c2ccccc2)cc1	99	92	?
NC(N)=Nc1nc2ccccc2o1	104	100	?
N#CC(C#N)=C(N)Nc1cccc(Cl)c1	100	100	?
Cc1ccc[n+](-c2nc3ccccc3nc2[N-]S(=O)(=O)c2ccccc2)c1	95	98	?
CC(=O)c1c(C)[nH]c(C(=O)Nc2ccc(S(=O)(=O)N(C)C)cc2)c1C	103	103	?
CCN1C/C(=N\S(=O)(=O)/N=C2\CN(CC)C(=O)N2CC)N(CC)C1=O	100	94	?
COc1ccc(C2=NNC(=Nc3cc(S(=O)(=O)N(C)C)ccc3C)SC2)c(OC)c1	98	99	?
c1ccc(-c2nnc(N3CCN(c4ccccc4)CC3)nc2-c2ccccc2)cc1	100	96	?

Fetched one by one from the entries so far:
SMILES	RGS8-Gao reg	RGS4-Gao reg	RGS7-Gao
CN1CCN(c2nc(Nc3ccccc3)nc(N)c2[N+](=O)[O-])CC1	103	102	?
N#Cc1ccc(C23CC4(C2)[C@H](CN(CC2CCCCC2)[C@@H]4c2ccccc2)C3c2ccccc2)cc1 (stereo partly drawn)	92	86	?
Cc1ccc(SC[C@H](Cc2ccccc2)N2CCN(C)CCC2=O)cc1	98	102	?

Additional structures:
SMILES	RGS8-Gao reg	RGS4-Gao reg	RGS7-Gao
Cc1c(C(=O)Nc2cc(S(=O)(=O)N3CCOCC3)ccc2N2CCN(C)CC2)oc2ccccc12	95	89	?
O=[N+]([O-])c1ccccc1O[C@@H]1O[C@H](CO)[C@H](O)[C@H](O)[C@H]1O	98	107	?
NNC(=O)c1cccc(S(=O)(=O)Nc2cccc(C(F)(F)F)c2)c1	100	99	?
Cc1oc(S(=O)(=O)N2CCOCC2)cc1C(=O)Nc1ccc(F)cc1	100	96	?
Cc1cccc(C)c1NC(=S)N/N=C/c1ccc(C(=O)O)cc1	101	103	?
CCOP(=O)(OCC)C(C)(C)NC(=O)Nc1ccc(Cl)c(Cl)c1	102	99	?
CCOP(=O)(OCC)/C(=N/OC(=O)c1ccc(Cl)cc1Cl)C(N)=O	100	101	?
Cc1ccc(S(=O)(=O)N2CCOCC2)cc1NC(=O)CNC1CCCC1	102	104	?
COc1cccc(C(=O)N(Cc2cccs2)C2CCS(=O)(=O)C2)c1 (stereo not drawn)	98	100	?
Cc1c(C(=O)/C=C/N(C)C)nnn1-c1ccc(Cl)c(Cl)c1	100	99	?
Cc1ccc(S(=O)(=O)CCSc2ccc(C(F)(F)F)cn2)cc1	102	103	?
COc1ccc(-c2cc(C#N)nc(Cl)n2)cc1	99	98	?
O=C(NNC(=O)c1cc(C(F)(F)F)cc(C(F)(F)F)c1)c1ccc(Cl)cc1	100	102	?
CN(C)CCCN=C(NO)c1ccc(Cl)cc1Cl	102	99	?
O=C(N/N=C/c1ccc[nH]1)c1ccccc1OCc1ccc(F)cc1	102	103	?

Sorted by length of the SMILES (low to high): 3 of the compounds above
SMILES	RGS8-Gao reg	RGS4-Gao reg	RGS7-Gao
Cc1c(C(=O)/C=C/N(C)C)nnn1-c1ccc(Cl)c(Cl)c1	100	99	?
Cc1ccc(S(=O)(=O)N2CCOCC2)cc1NC(=O)CNC1CCCC1	102	104	?
O=C(NNC(=O)c1cc(C(F)(F)F)cc(C(F)(F)F)c1)c1ccc(Cl)cc1	100	102	?

A few values from the list:
Under RGS4-Gao reg, `Cc1cccc(C)c1NC(=S)N/N=C/c1ccc(C(=O)O)cc1` reads 103
Under RGS8-Gao reg, `CCOP(=O)(OCC)C(C)(C)NC(=O)Nc1ccc(Cl)c(Cl)c1` reads 102

(continued)
SMILES	RGS8-Gao reg	RGS4-Gao reg	RGS7-Gao
CC(=O)CC(=O)Nc1ccc2ccccc2c1	101	103	?
O=C(CSc1nc2ccc(Nc3nc(N4CCCC4)nc(N4CCCC4)n3)cc2s1)NCc1ccco1	102	101	?
Cc1cc(C)c([C@@H]2C[C@H]3CN(C4CCCC4)C(=O)[C@]34CCCN24)c(-n2cccn2)c1	100	100	?
CC1c2ccsc2CCN1S(=O)(=O)c1cccs1 (stereo not drawn)	101	102	?
CCCc1cc(NCCCn2ccnc2)n2nc(C)c(-c3ccccc3)c2n1	101	98	?
O=C(NNc1c2ccccc2nc2ccccc12)C12CC3CC(CC(C3)C1)C2	98	96	?
c1ccc(-c2nn[nH]n2)cc1	99	97	?
Oc1ccc(Cl)cc1C1=NNC(c2cccs2)C1 (stereo not drawn)	98	100	?
Cn1ccc(C(=O)NC(=S)N2CCSCC2)n1	102	102	?
COc1ccc2c3c([nH]c2c1)C1(NCC3)C(=O)Nc2ccccc21 (stereo not drawn)	98	109	?
CCC(CC)NC(=O)CN(c1ccccc1OC)S(=O)(=O)c1cccs1	99	95	?
O=C(Nc1ccccc1)N1CCCN(c2nccc(C(F)(F)F)n2)CC1	100	101	?
O=C(NC(=O)c1c(Cl)cccc1Cl)Nc1ccc(Oc2cccnc2)nc1	105	108	?

An excerpt, so the mix of outcomes need not match the whole.
